# Compound activity as filed in PubChem.
# CIT2-GFP yeast – alters CIT2-GFP fluorescence in TOR pathway yeast screen; 0.065% of 320,000 active; GFP response vs DMSO, % at 10 µM; S. cerevisiae CIT2-GFP strain, flow cytometry, 3 h; 100 means same as DMSO wells;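 active = GFP response relative to DMSO above a set limit, near the screen mean plus 3 SD, cut at about 150% in these data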;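 also: ratio of well median GFP fluorescence to mean of DMSO wells on the plate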
# GRK2 aptamer HTS – human GRK2 inhibition via aptamer displacement; AID 488847; bead flow cytometry, FAM-aptamer displacement from GRK2; 0.59% of 330,000 active; inhibition of aptamer binding, % at 10 µM; P25098;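 active = inhibition of aptamer binding above 40%, roughly 3 SD of noise, on plates passing a quality check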;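 also: median bead fluorescence of bound FAM aptamer so fluorescent compounds give negative values; no value below 0 was filed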
# Target sequence (P25098 whole entry, looked up): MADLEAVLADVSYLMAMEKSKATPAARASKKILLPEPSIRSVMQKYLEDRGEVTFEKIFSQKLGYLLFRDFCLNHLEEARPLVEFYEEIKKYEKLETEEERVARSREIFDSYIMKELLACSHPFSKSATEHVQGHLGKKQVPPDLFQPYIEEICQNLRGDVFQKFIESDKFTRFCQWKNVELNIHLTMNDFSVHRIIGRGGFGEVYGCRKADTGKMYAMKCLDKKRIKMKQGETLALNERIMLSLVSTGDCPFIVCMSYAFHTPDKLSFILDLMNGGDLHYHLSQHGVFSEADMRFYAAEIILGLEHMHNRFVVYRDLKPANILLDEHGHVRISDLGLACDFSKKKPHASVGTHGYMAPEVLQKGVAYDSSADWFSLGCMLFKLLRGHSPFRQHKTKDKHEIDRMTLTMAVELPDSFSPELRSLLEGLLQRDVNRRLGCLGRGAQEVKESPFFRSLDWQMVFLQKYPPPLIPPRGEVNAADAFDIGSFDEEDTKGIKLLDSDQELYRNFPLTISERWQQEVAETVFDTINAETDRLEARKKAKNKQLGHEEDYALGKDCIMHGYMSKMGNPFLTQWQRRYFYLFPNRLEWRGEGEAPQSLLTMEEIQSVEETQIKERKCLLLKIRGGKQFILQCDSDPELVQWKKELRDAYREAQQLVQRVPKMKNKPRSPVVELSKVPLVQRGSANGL
# MEP2-GFP yeast – alters MEP2-GFP fluorescence in TOR pathway yeast screen | S. cerevisiae MEP2-GFP strain, flow cytometry GFP, 3 h; 100% = DMSO control level | 0.51% of 330,000 active | GFP response vs DMSO, % at 10 µM;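 active = GFP response versus DMSO above a set limit, roughly screen mean plus 3 SD, cut at about 180% in these data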;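 also: median GFP fluorescence of the barcode-gated MEP2-GFP cells per well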
# RPL19A TOR yeast – alters RPL19A-GFP fluorescence in TOR pathway yeast screen | AID 2025 | 0.3% of 330,000 active | S. cerevisiae RPL19A-GFP strain, flow cytometry, 3 h; hits give low values | percent response vs DMSO, % at 10 µM;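 active = percent response vs DMSO below 50%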;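 also: median channel GFP fluorescence of the barcoded RPL19A-GFP strain; ratio of sample median GFP to plate DMSO average so 100% = DMSO; lower means less RPL19A-GFP as with rapamycin TOR inhibition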
# GASC-1 inh – human JMJD2C demethylase inhibition. Q9H3R0. GST-JMJD2C(1-420) H3K9me3 demethylation, DELFIA europium. inhibition, % at 2.35 µM. 0.069% of 330,000 active. AID 2099;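 active = more than half of a compound's replicate wells show inhibition beyond 50%, single wells judged on their own value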;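 also: signal counts dimethyl H3K9 product captured on neutravidin plate; 0% = median of DMSO wells and 100% = 0.3 times that DMSO median; strong numbers were not always called active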
# Target sequence (Q9H3R0 1-420 limits assumed): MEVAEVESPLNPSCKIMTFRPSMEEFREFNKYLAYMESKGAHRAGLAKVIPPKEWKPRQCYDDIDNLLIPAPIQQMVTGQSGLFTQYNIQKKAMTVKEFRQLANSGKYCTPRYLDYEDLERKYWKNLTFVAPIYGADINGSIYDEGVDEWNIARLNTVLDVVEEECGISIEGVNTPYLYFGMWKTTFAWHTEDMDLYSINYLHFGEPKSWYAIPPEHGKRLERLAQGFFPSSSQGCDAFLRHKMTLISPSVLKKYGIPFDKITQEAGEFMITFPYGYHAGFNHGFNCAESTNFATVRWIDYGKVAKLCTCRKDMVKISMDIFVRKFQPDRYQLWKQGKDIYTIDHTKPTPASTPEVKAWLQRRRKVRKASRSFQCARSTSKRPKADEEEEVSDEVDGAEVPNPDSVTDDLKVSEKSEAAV
# LAP4-GFP MLPCN – yeast TOR pathway LAP4-GFP modulation. 0.34% of 320,000 active. GFP response vs DMSO, % at 10 µM. S. cerevisiae LAP4-GFP multiplex, flow cytometry GFP, 3 h; median GFP as percent of DMSO wells;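 active = GFP response vs DMSO above a set limit, about the screen mean plus 3 SD, cut at about 150% in these data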
# AGP1 TOR yeast – alters AGP1-GFP fluorescence in TOR pathway yeast screen; S. cerevisiae AGP1-GFP multiplex flow cytometry, 3 h; GFP as percent of DMSO wells; GFP response vs DMSO, % at 10 µM; 0.02% of 320,000 active; AID 2066;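 active = GFP response relative to DMSO above a set limit, near screen average plus 3 SD, cut at about 150% in these data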;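 also: median GFP channel fluorescence of the gated AGP1 strain per well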
# VLA-4 inh – inhibition in a human VLA-4 binding assay; VLA-4 expressing cells, ligand binding flow cytometry; P13612; inhibition, % (about 7 µM as worked out from the volumes in the protocol); 0.2% of 330,000 active; in the data active = inhibition above about 50%
# Active calls of the source: *; / = no result given.
SMILES,CIT2-GFP yeast,GRK2 aptamer HTS,MEP2-GFP yeast,RPL19A TOR yeast,GASC-1 inh,LAP4-GFP MLPCN,AGP1 TOR yeast,VLA-4 inh
CC1(CC(=O)NNC(=O)Nc2ccccc2)OCCCO1,84,0,97,94,-4,95,99,3
CCOc1cc(/C=N/N=C2/NC(=O)C(CC(=O)O)S2)ccc1OCc1ccc(Cl)cc1Cl (stereo not drawn),99,3,102,99,0,104,107,12
CCOC(=O)c1c(C)[nH]c(C(=O)COC(=O)C2=NNC(=O)CC2)c1C,102,2,104,98,-10,98,101,-5
O=C(COC(=O)c1ccncc1)Nc1cccc2ccccc12,94,1,95,96,4,95,99,-14
C=CCn1c(SCC(=O)NCC)nnc1-c1cc2c(s1)CCC(CC)C2 (stereo not drawn),103,4,104,98,0,95,101,-4
CCOC(=O)C(=O)N1CCN(c2nc(-c3ccc(Cl)cc3)cs2)CC1,98,0,106,98,-3,88,91,3
CCC(=O)N(C)CCc1cc2c(c(OC)c1/C=N/Nc1ccc(C(=O)O)cc1)OCO2,98,0,100,100,3,118,107,12
CC(=O)Nc1ccc(S(=O)(=O)N2CCN(S(=O)(=O)N3CCC(C)CC3)CC2)cc1,107,0,108,105,10,97,102,3
CS(=O)(=O)N1CCCC(C(=O)NCCc2ccc(Cl)cc2)C1 (stereo not drawn),98,2,103,99,39,98,99,8
Cc1ccc(CNC(=O)Cn2nnc3ccccc3c2=O)cc1,98,0,100,102,16,105,107,-3
Cc1c(Cl)cccc1NC(=O)Cn1c(CCC(=O)O)ccc1-c1ccc(Cl)cc1,110,4,111,104,-7,102,104,9
CC1CCCN(C(=O)c2ccc3c(c2)OCO3)C1 (stereo not drawn),95,0,106,98,4,99,102,1
O=C(Nc1ccc(S(=O)(=O)N2CCOCC2)cc1)c1ccc(Cl)cc1Cl,95,0,97,98,2,88,95,4
N=c1c2c(n(Cc3ccc(F)cc3)c3c1CCC3)CCCC2,77,0,101,94,-7,119,100,2
COc1ccc(CCNC(=O)c2c[nH]c3ccc(F)cc3c2=O)cc1OC,96,10,101,90,12,85,90,10
CCOc1cc(/C=C2\C(=O)N(Cc3ccc(C)cc3)C(C)=C2C(=O)OC)ccc1O,102,1,98,101,6,101,105,-3
Cn1c(CC(=O)Nc2ccc(F)cc2)nnc1SCC(=O)Nc1nncs1,103,4,101,104,1,93,97,-7
Cc1sc2nc(CSc3ccc([N+](=O)[O-])c(C(F)(F)F)c3)[nH]c(=O)c2c1C,96,2,100,96,6,85,94,12
O=C(O)CC(c1cccc2ccccc12)N1Cc2ccccc2C1=O (stereo not drawn),90,0,102,95,-3,107,103,16
O=C(Cn1cnc2c(nnn2Cc2ccc(F)cc2)c1=O)N1CCCc2ccccc21,91,2,89,92,-1,90,95,-1
C=CCN(Cc1cccs1)C(=O)COc1ccc2c(c1)OCO2,89,2,87,90,3,98,93,-10
CC(C)(O)c1cc2ccccc2c(=O)o1,90,0,93,95,/,91,88,5
N=c1ccn2c(n1)O[C@H]1[C@H](O)[C@@H](CO)O[C@H]12,92,2,101,99,9,89,92,-1
Cc1ccc(N2CC(C(=O)NCCC3=CCCCC3)CC2=O)cc1 (stereo not drawn),87,1,92,87,-12,92,86,3
CN1C(C(=O)NCc2cccc(C(F)(F)F)c2)CC2Cn3c(nc4cc5ccccc5cc43)C21 (stereo not drawn),106,0,112,103,-6,100,106,-17

# Going on with the list.
SMILES,CIT2-GFP yeast,GRK2 aptamer HTS,MEP2-GFP yeast,RPL19A TOR yeast,GASC-1 inh,LAP4-GFP MLPCN,AGP1 TOR yeast,VLA-4 inh
CCN1CCN(c2nc(Nc3cccc(C)c3)nc(N)c2[N+](=O)[O-])CC1,90,1,92,96,3,85,93,14
CCN(C(=O)COC(=O)c1c2c(nc3ccccc13)/C(=C/c1ccccc1)CC(C)C2)C1CCS(=O)(=O)C1 (stereo not drawn),96,0,107,107,14,97,96,15
COc1ccc(Cl)cc1NC(=O)C/C(C)=N/NC(=O)COc1ccc(C)cc1,96,1,107,107,5,106,103,5
COc1cc(C(=O)NC2CCCc3ccccc32)ccc1OCC(=O)Nc1ccc(F)cc1 (stereo not drawn),101,0,103,103,-6,90,100,6
CC(C)c1ccc(/C=C2\SC(N3CCCC3)=NC2=O)cc1,86,0,102,99,14,104,94,20
COc1ccccc1CNC(=O)c1ccc(NC(=O)CC2SC(N3CCCC3)=NC2=O)cc1 (stereo not drawn),94,3,93,92,10,99,95,14
N#Cc1ncc(C(F)(F)F)cc1Oc1cccnc1,107,0,101,102,3,103,106,28
COc1cccc(C2C(C(N)=O)=C(C)Nc3nc(CCCO)nn32)c1OC (stereo not drawn),102,4,103,102,0,104,108,14
O=C1NCCN(Cc2ccoc2)C1CC(=O)N(CCO)Cc1ccccc1 (stereo not drawn),100,2,102,93,-5,97,101,4
COC(=O)c1cc(NC(=O)c2c(Cl)cnn2C)cc(C(=O)OC)c1,99,0,103,98,-18,91,94,7
Cc1cccnc1NC(=O)CNC(=O)c1cccs1,103,0,110,102,4,111,106,-12
CC(Cc1c[nH]c2ccccc12)C(=O)N1CCN(c2ccccc2F)CC1 (stereo not drawn),103,5,93,90,-15,107,100,0
CCn1c2ccccc2c2cc(NC(=O)COC(=O)c3ccccc3F)ccc21,99,1,76,102,-7,97,100,4
Cc1ccc2c(cnn2C(=O)CCC(=O)NCc2cccc(Br)c2)c1,98,0,100,106,-20,99,102,23
Cc1oc2c(C)c3oc(=O)c(CC(=O)N[C@@H](CCCNC(N)=O)C(=O)O)c(C)c3cc2c1C,103,3,99,98,0,84,97,6
CCOc1ccc(NC(=O)C(NC(=O)C2CCC(C)CC2)C(C)C)cc1 (stereo not drawn),109,0,103,95,6,104,101,-2
COC(=O)c1sccc1NC(=O)CN(C)NS(=O)(=O)c1ccc(Cl)cc1,99,0,101,103,-3,103,104,-10
NS(=O)(=O)c1ccc(NC(=O)CSc2nc3ccccc3c(=O)n2Cc2ccncc2)cc1,94,2,102,93,3,92,91,-3
NS(=O)(=O)c1ccc(NC(=O)c2ccc(S(=O)(=O)N3CCc4ccccc43)cc2)cc1,105,1,102,106,-4,98,106,19
CCOc1ccc(S(=O)(=O)N2CN3CCN(C3)C2)cc1,101,0,106,102,-11,97,98,6
Cc1nn(-c2ccccc2)c2[nH]c(=O)cc(C(F)F)c12,117,0,121,104,13,109,105,33
CCc1cc(C(=O)Nc2ccccc2)cs1,90,0,111,103,1,119,94,/
Cc1cc(NC(=O)c2cc(-c3cccs3)on2)no1,97,1,114,104,-16,122,98,/
O=c1[nH]n2c(=O)c3c([nH]c2c1N=Nc1ccccc1)CCC3,99,19,99,100,5,98,101,0
O=C(CSc1nc2ccccc2s1)Nc1nccs1,109,3,98,101,-1,102,102,-19

# Next part
SMILES,CIT2-GFP yeast,GRK2 aptamer HTS,MEP2-GFP yeast,RPL19A TOR yeast,GASC-1 inh,LAP4-GFP MLPCN,AGP1 TOR yeast,VLA-4 inh
NC(=O)Cn1nc([N+](=O)[O-])nc1Oc1ccccc1C(=O)N1CCOCC1,97,0,105,103,-11,96,104,10
Cc1nc2nc[nH]n2c(=O)c1CCC(C)C,99,1,101,101,12,96,103,-1
CCOc1ccc(NC(N)=O)cc1OCC,102,9,102,99,17,96,111,0
Cc1cccnc1NC(=O)c1cc2ccccc2oc1=O,109,0,101,94,-2,107,115,-27
O=C(NCc1cccs1)C1CCC(CNS(=O)(=O)c2cccc3nsnc23)CC1 (stereo not drawn),110,5,125,98,4,102,108,9
CCn1c(SCC(=O)NC2CCCCC2)nc2ccccc2c1=O,103,0,128,102,-2,110,97,6
O=C(Cn1cnc(S(=O)(=O)N2CCCC2)c1)Nc1cccc(Br)c1,98,1,103,98,-3,97,100,1
CCC(Sc1nc(C)cc(=O)[nH]1)C(=O)Nc1sc2c(c1C#N)CCCC2 (stereo not drawn),105,2,96,98,2,105,106,2
Cn1c(=O)c(Cc2ccccc2)c(O)c2ccccc21,97,0,97,96,8,87,94,-1
Brc1ccccc1-c1nnc2sc(-c3ccc4c(c3)OCCO4)nn12,74,0,93,112,8,83,78,3
CCN(CC)S(=O)(=O)c1ccc(NC(=O)c2ccc(N3CCCC3=O)cc2)cc1,109,2,98,103,4,92,98,10
CC(=O)NCCc1ccc(S(=O)(=O)NC2OC(=O)c3ccccc32)cc1 (stereo not drawn),107,2,105,103,-1,114,110,6
Cn1cccc1C(=O)OCC(=O)Nc1ccc2c(c1)CCC2,94,1,105,98,-7,118,96,27
CN(C)C(=O)CSc1nnc(-c2ccc(F)cc2)c2ccccc12,101,2,106,101,-2,101,94,1
O=C(OCC(=O)N1CCN(C(=O)c2ccco2)CC1)c1ccc(Cl)c(Cl)c1,96,0,101,100,-12,107,103,9
COc1ccccc1N1CCN(CC(=O)Nc2ccnn2C2CCCC2)CC1,98,0,100,101,2,93,99,7
CCOC(=O)CCn1c(=S)n(CCC(=O)OCC)c2ccccc21,93,3,98,102,-27,115,114,15
Cc1cc(NC(=O)CCCC(=O)O)nc(C)n1,107,0,104,101,-7,98,106,-9
CN(c1ccc(C(=O)N/N=C/c2cccc([N+](=O)[O-])c2)cc1)S(=O)(=O)c1ccccc1,107,0,95,104,-38,93,101,23
COc1ccc(/C=N/Nc2nc(NCc3ccco3)nc(Nc3ccc(OC)cc3)n2)cc1,99,0,103,102,3,95,103,10
COc1ccc(-n2cnnc2SCC(=O)Nc2cccc(S(N)(=O)=O)c2)cc1,94,0,108,103,8,88,105,2
Cc1cc(Nc2ccc(Br)cc2)nc(-c2ccccc2O)n1,96,0,96,104,-5,96,95,4
COc1cc2cc(CN(CCO)S(=O)(=O)c3ccccc3)c(=O)[nH]c2cc1OC,99,2,100,96,1,101,98,23
CCCC(C)C(=O)N(Cc1ccccc1)c1ccccn1 (stereo not drawn),102,0,104,97,-1,98,100,15
O=c1cc(CO)oc(C(Nc2ccccn2)c2ccc(C(F)(F)F)cc2)c1O (stereo not drawn),111,2,107,103,-5,111,107,8

# Arranged by length of the SMILES (ascending): some entries from above.
SMILES,CIT2-GFP yeast,GRK2 aptamer HTS,MEP2-GFP yeast,RPL19A TOR yeast,GASC-1 inh,LAP4-GFP MLPCN,AGP1 TOR yeast,VLA-4 inh
Cc1cc(NC(=O)CCCC(=O)O)nc(C)n1,107,0,104,101,-7,98,106,-9
CCCC(C)C(=O)N(Cc1ccccc1)c1ccccn1 (stereo not drawn),102,0,104,97,-1,98,100,15
O=C(Cn1cnc(S(=O)(=O)N2CCCC2)c1)Nc1cccc(Br)c1,98,1,103,98,-3,97,100,1
O=c1cc(CO)oc(C(Nc2ccccn2)c2ccc(C(F)(F)F)cc2)c1O (stereo not drawn),111,2,107,103,-5,111,107,8
O=C(NCc1cccs1)C1CCC(CNS(=O)(=O)c2cccc3nsnc23)CC1 (stereo not drawn),110,5,125,98,4,102,108,9
COc1cc2cc(CN(CCO)S(=O)(=O)c3ccccc3)c(=O)[nH]c2cc1OC,99,2,100,96,1,101,98,23
CN(c1ccc(C(=O)N/N=C/c2cccc([N+](=O)[O-])c2)cc1)S(=O)(=O)c1ccccc1,107,0,95,104,-38,93,101,23

# The results go on:
SMILES,CIT2-GFP yeast,GRK2 aptamer HTS,MEP2-GFP yeast,RPL19A TOR yeast,GASC-1 inh,LAP4-GFP MLPCN,AGP1 TOR yeast,VLA-4 inh
COc1ccc(-c2cc(C3CCN(c4ccc(C(C)=O)cc4[N+](=O)[O-])CC3)[nH]n2)cc1,94,1,111,99,-1,108,96,59*
CN(C)S(=O)(=O)c1ccc(C(=O)OCC2CC2(Cl)Cl)cc1 (stereo not drawn),92,0,99,99,1,106,93,11
Cc1cc2nnc(SCC(=O)OC(C)C)n2c2ccccc12,104,0,100,100,9,103,106,3
Cc1ccsc1C(=O)N1CC=C(c2ccccc2)CC1,91,0,97,95,-16,93,92,-3
CN(CC(=O)N(C)CC(=O)Nc1c(Cl)cccc1Cl)Cc1ccccc1F,93,0,99,98,3,104,99,6
Nc1nc(N2CCOCC2)nc2ccccc12,84,0,89,88,27,85,84,4
Cn1cc(CC(=O)Nc2cccc(C#N)c2)c2ccccc21,94,0,107,101,7,100,100,17
